Assay outcomes as filed in PubChem BioAssay.
PAD4 FP inh: blocks human protein arginine deiminase 4 | Q9UM07 | recombinant PAD4, RCA probe fluorescence polarization | inhibition, % at 6.36 µM | actives 0.41% (n = 330,000);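 active = percent inhibition above a cutoff equal to the mean of all tested compounds plus 3 SD, cut at about 15% in these data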;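 also: 0% = PAD4 with RCA probe and DMSO and 100% = probe without PAD4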
Target sequence (Q9UM07 whole entry, looked up): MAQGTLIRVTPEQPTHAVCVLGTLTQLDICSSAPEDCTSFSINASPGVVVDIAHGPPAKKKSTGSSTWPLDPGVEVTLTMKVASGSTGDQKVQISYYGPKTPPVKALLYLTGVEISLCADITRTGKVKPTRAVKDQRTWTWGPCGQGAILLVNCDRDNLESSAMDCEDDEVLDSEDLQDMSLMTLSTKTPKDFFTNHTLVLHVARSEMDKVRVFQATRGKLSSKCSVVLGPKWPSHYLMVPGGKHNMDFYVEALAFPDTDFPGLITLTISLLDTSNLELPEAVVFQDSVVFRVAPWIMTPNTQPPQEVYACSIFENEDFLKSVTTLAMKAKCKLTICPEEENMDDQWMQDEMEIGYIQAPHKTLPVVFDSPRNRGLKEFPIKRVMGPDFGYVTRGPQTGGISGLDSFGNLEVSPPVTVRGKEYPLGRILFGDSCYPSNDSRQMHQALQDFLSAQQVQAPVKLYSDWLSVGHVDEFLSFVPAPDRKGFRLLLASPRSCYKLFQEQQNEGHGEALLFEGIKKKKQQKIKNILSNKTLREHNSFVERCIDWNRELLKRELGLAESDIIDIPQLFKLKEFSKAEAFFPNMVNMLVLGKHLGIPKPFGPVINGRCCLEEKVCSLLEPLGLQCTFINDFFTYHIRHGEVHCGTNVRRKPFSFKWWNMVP
EBNA-1 inh: blocks EBNA-1 binding to DNA; EBNA-1 DNA binding, fluorescence polarization; inhibition, % at 14.8 µM; actives 0.34% (n = 300,000); AID 1950; in the data active = inhibition above about 28%
LYPLA2 inh: LYPLA2 (human) inhibition in PME1 counter-screen; actives 0.38% (n = 320,000); O95372; recombinant LYPLA2, FP-Rh probe fluorescence polarization; inhibition, % at 5.9 µM;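 active = inhibition above the screen-wide mean plus 3 SD, limit set per campaign, cut at about 26% in these data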;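 also: 0% = LYPLA2 with DMSO and 100% = wells lacking LYPLA2 enzyme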
GSTO1 inh: GSTO1 inhibition, counter-screen for RBBP9 inhibitors; actives 1.1% (n = 300,000); inhibition, % at 5.96 µM; recombinant GSTO1, activity-based probe fluorescence polarization; P78417;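 active = inhibition above the campaign mean inhibition plus 3 SD, cut at about 35% in these data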;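 also: 0% = GSTO1-1 with DMSO and 100% = wells lacking GSTO1-1 enzyme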
PAFAH2 FP inh: PAFAH2 (human) inhibition | actives 0.99% (n = 340,000) | inhibition, % at 3.39 µM | recombinant PAFAH2, FP-rhodamine activity probe, fluorescence polarization | Q99487;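 active = inhibition above the mean over all tested compounds plus 3 SD, cut at about 30% in these data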;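 also: inhibitors block probe labeling of enzyme so polarization drops; 0% = enzyme with DMSO and 100% = wells lacking PAFAH2 protein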
ZTA counter: blocks Epstein-Barr virus ZTA, an EBNA-1 counter-screen. AID 2234. inhibition, % at 11 µM. P03206. ZTA-DNA binding, fluorescence polarization. actives 0.15% (n = 320,000); in the data active = inhibition above about 33%
Target sequence (P03206 whole entry, looked up): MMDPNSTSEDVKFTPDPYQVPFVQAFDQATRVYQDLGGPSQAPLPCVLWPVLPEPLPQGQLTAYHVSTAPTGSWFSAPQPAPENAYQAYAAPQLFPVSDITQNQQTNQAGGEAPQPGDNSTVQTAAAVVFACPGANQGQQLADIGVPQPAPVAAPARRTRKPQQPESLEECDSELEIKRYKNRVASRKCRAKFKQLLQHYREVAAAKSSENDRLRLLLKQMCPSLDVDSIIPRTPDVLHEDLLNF
PREPL inh: inhibits the human prolyl oligopeptidase-like enzyme; actives 0.68% (n = 320,000); recombinant PREPL, fluorescence polarization activity-based probe; Q4J6C6; AID 2751; inhibition, % at 5.96 µM; in the data active = inhibition above about 43%;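 also: 0% = enzyme with DMSO and 100% = wells lacking enzyme; many of its hits are not listed in these tables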
PAFAH1B3 FP inh: inhibitors of human PAFAH1B3; Q15102; recombinant PAFAH1B3, FP-rhodamine probe, fluorescence polarization; inhibition, % at 3.39 µM; actives 0.28% (n = 340,000);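 active = inhibition above the screen-wide average of all tested compounds plus 3 SD, cut at about 25% in these data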;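 also: 0% = enzyme with DMSO only and 100% = wells lacking PAFAH1B3 protein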
LYPLA1 inh: blocks human lysophospholipase 1, a PME1 counter-screen; O75608; recombinant LYPLA1, FP-Rh probe fluorescence polarization; inhibition, % at 5.9 µM; actives 0.16% (n = 320,000); AID 2174;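 active = inhibition above the mean of all tested compounds plus 3 SD, set per campaign, cut at about 14% in these data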;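 also: inhibitors block serine hydrolase probe labeling of LYPLA1 so polarization falls; 0% = enzyme with DMSO and 100% = wells lacking LYPLA1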
* hit, by the source's call; . = no result given.

SMILES	PAD4 FP inh	EBNA-1 inh	LYPLA2 inh	GSTO1 inh	PAFAH2 FP inh	ZTA counter	PREPL inh	PAFAH1B3 FP inh	LYPLA1 inh
COC(=O)c1nn(-c2ccccc2)c2nnc(Cc3ccc(C)cc3)c(=O)n12	0	1	-2	-6	-9	2	2	1	-2
CCc1ccc(C2CC(c3ccc(Cl)cc3)n3nc(N)nc3N2)cc1 (configuration not stated)	5	1	-5	-1	5	15	45*	5	-1
CSCCC(NC(N)=O)C(=O)Nc1cccc(S(=O)(=O)N2CCOCC2)c1 (configuration not stated)	-1	-9	5	-4	-2	2	-1	-3	-3
O=C(NCCN1C(=O)S/C(=C\c2ccccc2Cl)C1=O)C1=COCCO1	-4	-4	2	12	-3	-1	9	6	-2
O=S1(=O)N=C2CCCCCN2C(c2ccc(Br)cc2)N1 (configuration not stated)	-3	-10	-3	10	2	-5	7	2	2
Cc1ccc(NC(=O)CN(C)C(=O)c2cccc(Br)c2)cc1	-4	-2	-1	-1	1	1	-1	7	-3
CCC(=O)c1ccc(OCC(=O)Nc2ccc(N3CCOCC3)cc2N2CCOCC2)cc1	-5	0	-2	3	4	-9	6	12	4
C/C(=N\NC(=O)c1cccnc1)c1ccccc1	-1	10	-2	0	0	-16	4	4	3
CN1CCN(C(=O)CSc2ccc(C(F)(F)F)cc2[N+](=O)[O-])CC1	-2	-14	3	2	6	-12	9	-5	0
O=C(CSc1n[nH]c(-c2ccccn2)n1)Nc1cccc(Cl)c1	-3	13	-4	-5	1	2	-2	1	-2
Cc1ccc(CNC(=O)[C@H](C)[C@H]2C[C@]2(C)[C@H](NC(=O)OCc2ccccc2)c2ccccc2)o1	-8	-7	-2	0	2	-13	-14	6	0
Cc1oc(/N=C/c2ccc(Cl)cc2)c(C#N)c1C	-3	-3	2	-3	2	-1	0	-1	1
COc1ccc(OC)c(/C=C/C(=O)Nc2cccc(S(=O)(=O)NC3=NCCCCC3)c2)c1	2	.	-9	.	-4	-17	-2	11	-7
CCN(c1ccccc1)S(=O)(=O)c1ccc(Oc2ccc([N+](=O)[O-])cc2)nc1	-8	0	4	3	6	-6	1	3	-1
O=C(N/N=C/c1cccnc1)c1ccc(NC(=O)c2ccc(Cl)cc2)cc1	-1	8	-4	-6	-7	6	-1	-1	-2
CCCN(CCC)C(=O)CSc1nc2ccsc2c(=O)n1NC(=O)c1ccccc1	-3	-4	11	-5	2	-13	6	3	5
Cn1c(C(=O)O)c(S(=O)(=O)c2ccc(Cl)cc2)c2ccccc21	-3	0	5	2	0	-11	-11	11	0
Cc1[nH]c2ccccc2c1C(=O)C(=O)N1CCN(C(=O)c2ccco2)CC1	-4	12	-4	6	-2	7	-1	1	-5
Cc1ccc(Nc2c([N+](=O)[O-])c(=O)oc3ccccc23)cc1C	-4	-21	-3	-66	4	3	0	7	-1
COc1ccc(CNC(=O)CCC(=O)c2ccc(C)cc2)cc1OC	1	15	7	7	1	-10	3	3	1
COc1ccc(CCc2nnc(N)s2)cc1OC	3	5	3	1	-8	-12	23	6	4
Cc1ccc(S(=O)(=O)NC2(C(F)(F)F)C(=O)Nc3c2c(=O)n(C)c(=O)n3C)cc1 (configuration not stated)	2	3	1	2	6	-9	9	2	2
O=C(Nc1ccc(Cl)c(Cl)c1)Nc1ccc(Br)cc1F	-3	-5	-111	-23	-101	-6	-12	-78	-73
Cc1nc2ccccn2c1P(=O)(N1CCCCC1)N1CCCCC1	7	-6	5	1	-1	8	5	0	2

Rewritten with two lines to a compound: entries from further up.
The line under a structure holds: PAD4 FP inh	EBNA-1 inh	LYPLA2 inh	GSTO1 inh	PAFAH2 FP inh	ZTA counter	PREPL inh	PAFAH1B3 FP inh	LYPLA1 inh
- CCCN(CCC)C(=O)CSc1nc2ccsc2c(=O)n1NC(=O)c1ccccc1
 : -3	-4	11	-5	2	-13	6	3	5
- Cn1c(C(=O)O)c(S(=O)(=O)c2ccc(Cl)cc2)c2ccccc21
 : -3	0	5	2	0	-11	-11	11	0
- Cc1[nH]c2ccccc2c1C(=O)C(=O)N1CCN(C(=O)c2ccco2)CC1
 : -4	12	-4	6	-2	7	-1	1	-5
- Cc1ccc(Nc2c([N+](=O)[O-])c(=O)oc3ccccc23)cc1C
 : -4	-21	-3	-66	4	3	0	7	-1
- COc1ccc(CNC(=O)CCC(=O)c2ccc(C)cc2)cc1OC
 : 1	15	7	7	1	-10	3	3	1

Next results:
SMILES	PAD4 FP inh	EBNA-1 inh	LYPLA2 inh	GSTO1 inh	PAFAH2 FP inh	ZTA counter	PREPL inh	PAFAH1B3 FP inh	LYPLA1 inh
COc1ccccc1/C=N/NC(=O)CNC(=O)c1ccc(S(=O)(=O)N(C)C)cc1	-1	0	4	-4	5	4	0	1	1
N=C(N)c1ccc(O)cc1	-1	5	1	4	4	-6	3	2	-4
Cc1cc(C)c(S(=O)(=O)N2CCN(C(=O)CCn3nc(C)c(C)c3C)CC2)c(C)c1	3	-3	4	3	9	5	3	6	2
CN1CCCC(OC(=O)c2cc(Br)ccc2Cl)C1 (configuration not stated)	-1	2	-6	-5	0	16	28	4	1
Cc1ccc(C)n1-c1cccc(NC(=O)c2ccccc2)c1	-8	4	3	-1	2	8	12	-2	0
CN(CC(=O)NCCN1CCCCCC1)S(=O)(=O)c1cccc2nsnc12	1	1	4	-7	12	5	28	3	1
CCN1CCCC1CNCc1cccc(OC)c1OCc1ccccc1F (configuration not stated)	-1	5	-2	0	-6	-20	27	-4	-1
CCC(C)NC(=O)COc1ccc(S(=O)(=O)N2CCOCC2)cc1 (configuration not stated)	-3	7	-2	3	-9	1	-2	5	-2
Cn1c(CN2CCOCC2)nnc1SCc1cccc(F)c1	1	-4	-4	0	2	-1	9	-5	-2
O=C(N/N=C/c1ccc[nH]1)c1cccnc1	2	-1	-4	7	7	14	0	7	1
O=C(Cc1cccc2ccccc12)NN1C(=O)C2C(C1=O)C1C=CC2C12CC2 (configuration not stated)	-2	0	-4	4	4	2	-2	3	-2
COc1cccc(OC)c1C(=O)NNC(=O)c1cccc(COc2ccc3c(c2)CCC3)c1	-3	-2	-3	0	-3	-15	-15	0	-6
CCN1c2ccc(S(=O)(=O)N3CCOCC3)cc2N(Cc2ccc(OC)cc2)C1C (configuration not stated)	0	2	-3	-3	-2	6	4	-1	-2
CCCc1cc(=O)oc2cc(OCC(=O)Nc3ccc4c(c3)OCCO4)ccc12	-1	16	3	-2	1	-11	0	-2	-3
COc1cc(S(=O)(=O)NCc2ccccn2)c(OC)cc1Cl	-5	-8	1	-3	6	-22	15	6	0
COc1ccccc1N1CCN(C(=O)c2ccc([N+](=O)[O-])s2)CC1	-5	10	-5	-4	-5	-5	2	3	-2
O=C(Cn1nc(C(=O)O)c2ccccc2c1=O)Nc1ccccc1C(F)(F)F	-3	-10	2	0	-6	-4	-8	-3	-1
Cc1cccc(NC(=O)/C(C#N)=C/c2ccc(Cl)cc2)n1	7	-2	-1	27	2	6	22	1	-1
CN(C)C(CNC(=O)C1CCCN(C(=O)c2ccc(Cl)cc2)C1)c1ccco1 (configuration not stated)	-3	8	-2	4	-2	5	6	1	-4
COc1ccccc1C(=O)NCC(=O)N1CC=C(c2ccccc2)CC1	-1	.	1	.	2	4	12	5	0
COc1ccccc1OCC(=O)NCC1CCCCC1	-6	-1	1	-3	-4	8	-1	4	1
c1ccc([C@H]2CN3CCSC3=N2)cc1	-2	-2	-2	4	-2	21	11	7	-5
O=C(N/N=C/c1c[nH]c2ccc(Br)cc12)c1ccn(Cc2ccc(Cl)cc2Cl)n1	-2	7	-15	-8	-3	7	26	5	-21
COc1cc(C2SCC(=O)N2CCCN(C)C)cc(OC)c1OC (configuration not stated)	-2	5	-1	10	3	13	3	-3	-2
Cn1c(/C(C#N)=C(\O)c2ccc(S(=O)(=O)N3CCCCC3)cc2)nc2ccccc21	3	6	-1	-2	-5	4	16	-1	-1
Cc1ccccc1N1C(S)=C(C#N)C(=O)NC1c1cccs1 (configuration not stated)	-4	-1	-3	-2	4	-11	-3	7	1
CC(OC(=O)c1ccc2noc(-c3ccccc3)c2c1)C(N)=O (configuration not stated)	-10	-22	2	-5	6	10	1	3	1
CC(C)(CC(=O)O)CC(=O)NNc1ncccc1C#N	0	-5	3	9	-4	-4	-3	-1	1
CCN(CC(=O)NCc1ccc(Cl)cc1)C(=O)Cc1ccc(OC)cc1	4	-4	3	2	3	11	6	0	1
COc1cccc(-c2ocnc2C(=O)Nc2ccc(N3CCOCC3)cc2N2CCOCC2)c1	2	-5	-5	-4	5	1	-5	11	-5
O=C(C1CCC(CNS(=O)(=O)c2cccc3nsnc23)CC1)N1CCN(c2ccccn2)CC1 (configuration not stated)	3	8	4	3	13	9	6	11	1
CCCOn1c(OCC(C)C)nc2ccccc2c1=O	2	-7	-1	-4	0	0	-7	1	2
Cc1ccc(S(=O)(=O)N2CCOC2CNC(=O)C(=O)NCc2ccccn2)cc1 (configuration not stated)	-4	-5	10	2	3	-3	0	8	4
Cc1ccccc1N1CCN(Cc2cccc(C(=O)O)c2)CC1	0	4	0	4	-2	5	9	0	-7
O=C(CN1CCc2cc3c(cc2C1)OCCCO3)Nc1ccccc1	1	-4	1	0	6	-8	8	1	3
COc1ccc(Oc2nc3c(c(=O)n(C)c(=O)n3C)n2Cc2cccc(OC)c2)cc1	-2	-3	-2	-4	11	5	18	4	2
O=C(NCC1CCCO1)c1cc2c([nH]c3ccccc32)c(-c2ccc(F)cc2)n1 (configuration not stated)	67*	7	-24	-19	-12	14	10	0	-16
O=C(c1ccncc1)N(Cc1ccccc1)Cc1nc2ccccc2c(=O)[nH]1	-2	10	1	-7	-16	10	-9	3	0
Cc1cc(C)cc(C(=O)Nc2ccc3[nH]c(=O)[nH]c3c2)c1	-9	-11	-2	-11	0	-3	10	4	-1
Cc1ccccc1CNC(=O)CCC(=O)N1Cc2ccccc2Oc2ncccc21	-2	0	-2	3	1	1	-9	12	-3
CCOC(=O)c1ccccc1NC(=O)COC(=O)c1ccc(C)c(S(=O)(=O)N2CCOCC2)c1	0	12	17	4	17	3	-4	4	4
CC(Cc1ccccc1)N/C=C1/CC(=O)NC1=O (configuration not stated)	-7	6	4	-7	-4	3	-4	4	0
CCn1c2ccccc2c2nnc(SCC(=O)N3CC(C)OC(C)C3)nc21 (configuration not stated)	-1	0	7	4	3	18	11	8	-2
COCCN(C(=O)Cn1nnc2ccccc21)C(C(=O)NC1CCCC1)c1cccc(OC)c1OC (configuration not stated)	-5	-11	4	5	9	5	-2	2	2
COC(=O)C(Cc1ccccc1)NC(=O)CNC(=O)c1ccc(Br)cc1 (configuration not stated)	3	-18	-4	4	10	-3	5	8	1
O=C(c1ccc(CS(=O)Cc2ccc(Cl)cc2)o1)N1CCN(c2ccc(F)cc2)CC1 (configuration not stated)	-5	-13	6	0	1	-18	-3	3	2
C=C1CCN([C@@H](Cc2ccccc2)C(=O)NCCC(C)C)S(=O)(=O)c2ccccc21	4	10	-8	-1	2	14	-5	13	-3
O=C(N/N=C\c1cccc(Cl)c1)c1ccc(Cn2cc(Br)c([N+](=O)[O-])n2)o1	-1	3	-10	-11	-13	10	1	-10	-13
CCSc1nc(=S)n(-c2ccccc2)c(C)c1C(C)=O	-3	-4	7	-4	1	-4	-1	7	-3
Cc1ccc(-c2c(C(=O)N/N=C/c3cccs3)nnn2-c2nonc2N)cc1	0	-15	-4	0	12	-13	-7	0	-2
Cc1ccc(Cl)cc1NC(=O)c1ccccc1OCC(=O)N1CCOCC1	-5	-11	-1	0	13	9	13	-1	-1
Cc1cc(C)c(C(=O)C(C)OC(=O)c2ccc(Cl)nc2)cc1C (configuration not stated)	-7	5	2	-1	1	6	-7	-7	3
O=C(/C=C/c1ccc(N2CCCCC2)c([N+](=O)[O-])c1)c1ccc(O)cc1	-4	-7	-2	3	15	-10	8	12	-9

Not all compounds are listed; rates above refer to the full screens.
